From PubChem
aDG glyco up – increases alpha dystroglycan glycosylation; Pro5-aDG cells, alpha-DG glycosylation AlphaScreen (IIH6); 0% Pro5, 100% B10-LARGE cell signal; activation, % at 10 µM; 360,000 compounds, 0.22% hits; AID 624168;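 active = activation of at least 8% versus controls, or a plate z-score of at least 8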;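 note: Pro5 are CHO cells carrying HIG-tagged alpha-DG that lacks glycosylation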
MC4R ag barr – activates human MC4R beta-arrestin recruitment; U2OS MC4R beta-arrestin complementation, luminescence; percent of melanotan II response, DMSO zero; activation, % at 8.9 µM; 360,000 compounds, 0.98% hits;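 active = activation above a per-plate cutoff, the mean activation of sample wells on that plate plus 3 SD, cut at about 8% in these data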
Vif inh – blocks HIV Vif function; AID 602346; inhibition, % at 7.49 µM; 340,000 compounds, 0.35% hits; HEK293T cells, Vif self-association by quenched fluorescence, imaging, 24 h; in the data active = inhibition above about 50%, passing the limit was not always enough; note: some results filed as inactive read as strong as hits
N-glyco inh – N-linked glycosylation inhibition; D54 ERlucT glycosylation luciferase reporter, 24 h; percent of 100 nM tunicamycin response; reporter increase, % at 12.5 µM; 360,000 compounds, 0.23% hits;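 active = mean luciferase reporter signal, scaled so untreated is 0 and the glycosylation-blocking control 100, at or above a set limit in every replicate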;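 note: luciferase carries N-glycosylation sites so blocking glycosylation raises the light; 0% = median of neutral control wells and 100% = median of 100 nM tunicamycin wells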
TLR9-MyD88 block – blocks human TLR9 binding to MyD88. Q9NR96+Q99836. CHO BLA complementation TLR9-MyD88, CCF4 FRET ratio. inhibition, % at 4.98 µM. 340,000 compounds, 0.21% hits. AID 504734;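 active = inhibition above the mean over all tested compounds plus 3 SD, cut at about 21% in these data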;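 note: 0% = DMSO only wells and 100% = clavulanate BLA inhibitor control wells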
NOD2-RIPK2 inh – blocks binding of human NOD2 to RIPK2. O43353. CHO BLA complementation NOD2-RIPK2, CCF4 ratio. inhibition, % at 4.98 µM. 360,000 compounds, 0.38% hits; in the data active = inhibition above about 21%;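 note: 0% = vehicle only and 100% = reference blocker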
ABHD5-PLIN5 inh – blocks binding of human ABHD5 to perilipin-5 | Q00G26+Q8WTS1 | Split G. princeps luciferase complementation, luminescence, 4 h | inhibition, % at 4 µM | 360,000 compounds, 0.78% hits;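 active = inhibition above the mean inhibition across every tested compound plus 3 SD, cut at about 22% in these data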;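 note: 0% = DMSO only wells and the 100% control is not disclosed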
Target sequence (Q00G26 whole entry, looked up): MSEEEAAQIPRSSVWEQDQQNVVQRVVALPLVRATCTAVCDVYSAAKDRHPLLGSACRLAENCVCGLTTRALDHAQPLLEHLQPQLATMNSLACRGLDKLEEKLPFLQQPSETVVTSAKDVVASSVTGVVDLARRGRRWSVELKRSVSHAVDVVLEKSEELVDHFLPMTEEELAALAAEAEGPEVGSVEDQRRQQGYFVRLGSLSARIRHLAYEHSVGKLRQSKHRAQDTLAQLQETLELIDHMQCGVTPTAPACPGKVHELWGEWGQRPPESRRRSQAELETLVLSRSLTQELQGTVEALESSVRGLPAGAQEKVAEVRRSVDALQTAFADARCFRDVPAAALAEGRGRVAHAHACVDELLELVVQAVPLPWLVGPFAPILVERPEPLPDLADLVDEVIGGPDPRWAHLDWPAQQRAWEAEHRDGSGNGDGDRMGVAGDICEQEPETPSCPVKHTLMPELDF
Target sequence (Q8WTS1 whole entry, looked up): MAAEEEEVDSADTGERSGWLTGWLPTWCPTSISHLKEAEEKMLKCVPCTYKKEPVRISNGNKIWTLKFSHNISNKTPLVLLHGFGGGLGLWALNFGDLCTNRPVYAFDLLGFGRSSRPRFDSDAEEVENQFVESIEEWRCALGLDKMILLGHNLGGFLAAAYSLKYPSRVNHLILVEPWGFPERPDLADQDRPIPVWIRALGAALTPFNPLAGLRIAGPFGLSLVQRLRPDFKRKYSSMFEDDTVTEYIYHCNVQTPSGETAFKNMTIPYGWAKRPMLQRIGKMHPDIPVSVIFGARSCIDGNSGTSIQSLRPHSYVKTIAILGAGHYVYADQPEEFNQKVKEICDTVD
ABCB6 inh 2 – inhibitors of human ABC transporter ABCB6 | 360,000 compounds, 0.19% hits | K562-ABCB6 porphyrin accumulation, flow cytometry, 1 h; active compounds read low | Q9NP58 | fluorescence ratio to DMSO, % at 10 µM;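 active = fluorescence ratio to DMSO below 75%, the collection mean minus 3 SD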;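 note: signal is porphyrin accumulated inside mitochondria; 100% equals median channel fluorescence of DMSO control wells; lower ratio means ABCB6 inhibition with less porphyrin fluorescence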
MC4R antag cAMP – human MC4R antagonism in cAMP assay. P32245. MC4R-expressing cells, MTII-stimulated cAMP, LANCE TR-FRET. inhibition, % at 6.5 µM. 360,000 compounds, 0.48% hits;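 active = inhibition above its plate's cutoff, the mean of tested wells on that plate plus 3 SD, cut at about 29% in these data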;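 note: 0% = Melanotan II alone and 100% = Melanotan II plus saturating MCL0020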
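Test system: U2OS cells stably expressing human melanocortin 4 receptor (MC4R); also added: Melanotan II challenge; compound: 6.5 µM single dose; timing: 30-min compound preincubation, 1-h Melanotan II challenge, 1-h detection, room temperature; signal: Eu-cAMP/anti-cAMP TR-FRET, emission 671 nm; repeats: one well per compound, no replicates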
Exocytosis inh – lytic granule exocytosis inhibition. TALL-104 LAMP-1 surface exposure, flow cytometry; cells stimulated with thapsigargin and PMA. inhibition, % at 10 µM. 360,000 compounds, 0.66% hits. AID 651702;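 active = inhibition above about 55%, limit read from the data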
An asterisk follows results filed as active; nt = no result given.

no.	aDG glyco up	MC4R ag barr	Vif inh	N-glyco inh	TLR9-MyD88 block	NOD2-RIPK2 inh	ABHD5-PLIN5 inh	ABCB6 inh 2	MC4R antag cAMP	Exocytosis inh	Compound
1	-0.4	-2.9	15	0	0	-5	-2	90	2	-1	O=C(CSc1n[nH]c(=O)[nH]c1=O)NC1CC1
2	-0.2	-1.2	0	-2	-7	-7	8	97	6	6	COc1ccc(C2C3=C(CC(C)(C)CC3=O)Oc3ncn(Cc4ccco4)c(=N)c32)cc1 (stereo not given)
3	-0.2	-0.6	nt	0	-1	-4	0	195	0	16	S=C1NCCOCCOCCOCCN1
4	-0.2	-0.3	4	1	-5	3	3	91	20	2	CCc1cccc(CC)c1NC(=O)COC(=O)c1cccc(S(=O)(=O)N2CCc3ccccc3C2)c1
5	0.2	0.6	-4	-3	7	-7	9	89	0	3	CC(CS(=O)(=O)c1ccc2c(c1)NC(=O)CS2)C(=O)N1CCN(c2cccc(Cl)c2)CC1 (stereo not given)
6	-0.5	-0.8	0	3	-6	-9	4	99	17	2	CSC1=NC(NCCCO)c2c(sc3c2CC(C)(C)OC3)N1 (stereo not given)
7	0.2	0.5	8	1	0	-9	-10	106	17	-4	CCOC(=O)Cc1[nH]nc2c1C(c1ccoc1)C(C#N)=C(N)O2 (stereo not given)
8	0.0	-0.4	-6	1	-5	-7	2	96	8	-3	CCCCNS(=O)(=O)c1ccc(S(=O)(=O)n2cnc3ccccc32)cc1
9	-0.1	0.3	-1	3	2	2	9	92	-2	0	COc1ccccc1C(=O)N/C(=C/c1ccccc1)C(=O)NC(CCSC)C(=O)O (stereo not given)
10	0.1	0.9	-4	6	-10	-1	1	102	-7	9	CCn1c(=O)c2sccc2n(Cc2cc(C(=O)OC)ccc2OC)c1=O
11	1.1	-2.3	-1	5	5	2	-5	106	5	-1	CC(C)(C)NC(=O)CCN(/N=C/c1ccc([N+](=O)[O-])o1)C1=NS(=O)(=O)c2ccccc21
12	0.0	-1.0	-6	1	-4	-4	8	99	-7	-8	OCC[C@@H]1C[C@@H](O)[C@H](O)[C@@]2(Cc3ccccc3O2)O1
13	0.7	7.8	-5	-2	6	-1	-5	96	13	-1	CCCCN(C)C(=O)c1oc2ccc(S(=O)(=O)N3CCCCCC3)cc2c1C
14	0.7	-1.4	-4	3	1	5	-9	99	0	-28	CC(=NN1CC(=O)NC1=O)c1ccc([N+](=O)[O-])o1
15	-0.1	-0.6	7	1	5	-6	2	103	3	-3	CCc1ccc(NS(=O)(=O)c2ccc3c(c2)CCN3C(=O)CCC(=O)O)cc1
16	0.2	-0.2	10	1	-4	8	-3	103	2	3	CCOC1=NN(c2ncc(C(F)(F)F)cc2Cl)C(=O)/C1=C/N(C)C
17	0.1	0.9	nt	1	-2	-16	-1	97	4	5	CC1CCc2sc3c(c2C1)c1ncnn1c(=O)n3CC(=O)c1ccc(Br)cc1 (stereo not given)
18	0.0	-0.3	5	0	nt	-9	0	100	8	5	CC1(C(=O)NS(=O)(=O)c2cccc(C#N)c2)CCN1C(=O)CCC1CCCC1 (stereo not given)
19	-0.1	nt	2	-6	nt	-13	-1	103	nt	-2	CCOC1=C2[C@H]([C@H]3C(=O)N(c4ccccc4)C(=O)[C@H]3C1)[C@@H](C(C)C)N(S(=O)(=O)c1ccc(C)cc1)[C@H]2c1ccccc1
20	0.4	1.0	-1	-1	3	-4	-6	95	-3	4	S=C(NCc1ccccc1)Nc1ccc(Cl)cc1
21	-0.2	0.9	1	-3	7	-8	2	96	19	-4	C=CC[C@H](CC(=O)N[C@H](CO)Cc1ccccc1)C(=O)N[C@@H](COC(=O)[C@@H](CC=C)CC(=O)OC(C)(C)C)Cc1c[nH]c2ccccc12
22	-0.3	-0.9	-4	0	-13	8	4	96	5	4	COC(=O)C1C(=O)C2=C(CC1C)NC(=O)CC2c1ccc(O)c(OC)c1 (stereo not given)
23	0.0	-1.0	nt	3	1	-15	8	97	20	-3	O=C(OCCOc1ccccc1)c1cc(S(=O)(=O)N2CCOCC2)c(Cl)cc1Cl
24	-0.1	1.2	-24	1	2	-1	7	102	-5	6	NNC(=O)C(Cc1c[nH]c2ccccc12)NC(=O)c1ccccc1 (stereo not given)
25	2.6	0.0	nt	9	-5	-7	6	97	2	-5	CCCCCCCN1C(Nc2ccccc2)=NC[C@@H]1Cc1ccccc1
26	-0.2	-2.4	-8	-2	5	-7	0	102	2	3	CN(C(=O)Nc1ccc(Cl)cc1)c1c2c(nn1C)CCCC2
27	0.1	-2.2	-9	3	0	-4	9	99	12	11	COc1cc2ncnc(NCc3ccccc3F)c2cc1OC
28	-0.1	-1.0	4	-1	6	-10	5	97	15	2	O=C1CC(c2ccsc2)c2cc3c(cc2N1)OCCO3 (stereo not given)
29	0.0	-1.8	-4	-2	-1	8	-13	89	6	3	Cc1ccccc1OCc1nc2ccc(S(=O)(=O)N3CCOCC3)cc2[nH]1
30	0.3	-0.1	-3	-1	-3	-12	-3	95	-11	-1	CCOc1c(Br)cc(/C=N\NC(=O)c2ccccc2)cc1OC
31	0.1	-2.0	4	3	-7	-6	-3	93	2	8	O=C(NCCc1ccc(Cl)cc1)c1ccc(CNc2c(N3CCOCC3)c(=O)c2=O)cc1
32	0.1	3.4	-4	-4	1	8	5	108	3	-2	COc1ccc(C2CC(C(F)(F)F)n3nc(C(=O)Nc4ccc5c(c4)OCO5)cc3N2)cc1 (stereo not given)
33	0.0	-2.3	-7	-1	0	3	3	97	2	1	O=C(CSc1ncn[nH]1)Nc1nc2c(F)c(F)c(F)cc2s1
34	0.0	-1.7	5	1	4	-7	0	94	3	1	Cc1cccc2cc(COC(=O)c3ccccn3)c(=O)[nH]c12
35	-0.1	-2.1	-2	1	3	-16	-5	98	2	-3	C=CCn1c(SCC(=O)Nc2cc(NC(C)=O)ccc2OC)nnc1-c1cccnc1
36	0.6	-1.6	-2	-4	7	10	0	91	-1	-1	Cc1cccc(N2CCN(C(=O)CCNS(=O)(=O)c3ccc4c(c3)oc(=O)n4C)CC2)c1C
37	0.0	-0.3	nt	-17	2	10	4	98	-3	-5	O=C(Nc1ccc(-c2nc3cccnc3s2)cc1)c1cccnc1Cl
38	1.0	0.6	3	1	nt	6	7	103	4	-10	COc1cccc(C(NC(C)=O)c2nc(-c3cccnc3)cs2)c1 (stereo not given)
39	-0.1	-1.0	19	-1	nt	0	-8	93	8	-1	O=C(NCc1ccccc1)c1cc(C2COCCN2C(=O)c2ccccc2)on1 (stereo not given)
40	0.7	0.4	0	-1	-9	6	1	121	15	-1	CCOc1cc(CNCCN(C)C)c(Cl)cc1OCC(=O)NCCc1ccccc1
41	0.0	-2.1	5	1	7	-7	1	100	5	-3	CCS(=O)(=O)N1CCC(C(=O)NCCc2ccc(C)cc2)CC1
42	0.5	2.5	7	0	-12	-2	-3	92	0	-1	Cc1c(NS(C)(=O)=O)c(=O)n(-c2ccccc2)n1C
43	0.1	0.6	2	-1	11	-6	13	93	7	-2	O=C(Nc1ccccc1)C1CCCN(C(=O)c2ccc(Cl)cc2)C1 (stereo not given)
44	0.4	-2.1	-2	2	4	0	-5	100	21	8	Cc1ccc(C)c(NC(=S)NNC(=O)c2csc(C)c2C)c1
45	-0.1	3.2	0	-1	-6	7	-3	99	9	0	CC(C)COC(=O)n1c(=O)oc2ccc(S(=O)(=O)N3CCCCC3)cc21
46	0.0	-0.7	4	2	-1	0	2	91	-1	-3	COc1ccc(OCC(O)CN2CCN(CC(O)COc3ccc(OC)cc3)CC2)cc1 (stereo not given)
47	0.1	-2.9	10	-6	-7	-4	-4	95	-4	-6	CC(=O)Oc1ccc(/C=N/NC(=S)Nc2ccccc2)cc1
48	-0.1	0.5	12	-1	-1	0	3	91	-3	4	Cc1ccc(OCc2cc(C(=O)N3CCCC3)no2)cn1
49	0.0	nt	nt	nt	nt	-10	-9	98	nt	-5	COC(=O)[C@]1(Sc2ccc(OC)cc2)CC(=O)N[C@@H]1c1ccccc1
50	0.5	1.3	0	-2	-10	-7	-2	100	2	-1	COc1ccc(C(CC(=O)NCc2ccccc2)Sc2n[nH]c(-c3ccccc3)n2)cc1 (stereo not given)

Shown field by field: part of the list above
#38 COc1cccc(C(NC(C)=O)c2nc(-c3cccnc3)cs2)c1 (stereo not given)
  aDG glyco up: 1.0 | MC4R ag barr: 0.6 | Vif inh: 3 | N-glyco inh: 1 | TLR9-MyD88 block: nt | NOD2-RIPK2 inh: 6 | ABHD5-PLIN5 inh: 7 | ABCB6 inh 2: 103 | MC4R antag cAMP: 4 | Exocytosis inh: -10
#43 O=C(Nc1ccccc1)C1CCCN(C(=O)c2ccc(Cl)cc2)C1 (stereo not given)
  aDG glyco up: 0.1 | MC4R ag barr: 0.6 | Vif inh: 2 | N-glyco inh: -1 | TLR9-MyD88 block: 11 | NOD2-RIPK2 inh: -6 | ABHD5-PLIN5 inh: 13 | ABCB6 inh 2: 93 | MC4R antag cAMP: 7 | Exocytosis inh: -2
#44 Cc1ccc(C)c(NC(=S)NNC(=O)c2csc(C)c2C)c1
  aDG glyco up: 0.4 | MC4R ag barr: -2.1 | Vif inh: -2 | N-glyco inh: 2 | TLR9-MyD88 block: 4 | NOD2-RIPK2 inh: 0 | ABHD5-PLIN5 inh: -5 | ABCB6 inh 2: 100 | MC4R antag cAMP: 21 | Exocytosis inh: 8

Additional results follow.
no.	aDG glyco up	MC4R ag barr	Vif inh	N-glyco inh	TLR9-MyD88 block	NOD2-RIPK2 inh	ABHD5-PLIN5 inh	ABCB6 inh 2	MC4R antag cAMP	Exocytosis inh	Compound
51	-0.3	-0.2	0	9	-2	-6	-2	98	1	13	COc1ccc(-n2c(O)c(C=Nc3ccccc3)c3ccccc3c2=O)cc1OC
52	0.0	1.8	-3	0	-1	-10	-4	99	-6	-4	COc1ccc(N2C[C@H](C)[C@@H](CC(=O)Nc3ccc(Br)cc3)C2=O)cc1
53	0.5	-0.9	-2	1	0	0	8	100	10	-7	Cc1cccc(OCC(=O)NCc2nnc3ccc(C(F)(F)F)cn23)c1C
54	0.1	nt	nt	nt	nt	-2	0	nt	nt	-9	Cc1cccc(S(=O)(=O)N2C[C@@H](O)COC[C@@H]3O[C@H](CC(=O)NCCCN4CCOCC4)CC[C@H]32)c1
55	-0.1	0.7	0	1	9	-8	-1	104	8	8	COc1ccc(CNC(=O)c2nccnc2CO)cc1

These rows are one share of the data; count on the stated rates, not on these rows.
